Screens (PubChem BioAssay)
AID2073: disruptors of CaV2.2 binding to Mint1 – biochemical, HTRF (AID 2073). HTRF protein-protein interaction, Mint1-CaV2.2; higher % means a stronger effect. inhibition, % at 20 µM, or IC50 in µM where a hit was titrated. 290,000 tested, 0.19% active; in the data active = inhibition mostly above about 51%, no sharp cut-off; inconclusive = no clear call, values can overlap the other calls; inactive = mostly below about 53%; also: some results filed as inactive read as strong as hits
bCat nuc transl: beta-catenin nuclear translocation modulation; 190,000 tested, 0.3% active; nuclear translocation activity, % at 5 µM; HeLa beta-catenin nuclear translocation, immunofluorescence imaging; AID 1665;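 active = nuclear translocation activity above 50% at 5 µM, with a well cell count of 50 or more; inconclusive = wells under 50 cells across six images, flagged as toxic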;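 also: per-cell ratio of nuclear to cytoplasmic median beta-catenin stain intensity; plate controls were DMSO negative control for no effect and GSK-3 inhibitor IX positive control for full effect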
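Test system: human HeLa cells, native beta-catenin. Compound dosing: 5 µM primary single dose, 0.1% DMSO, 0.02–20 µM confirmation series. Incubation: compound exposure 24 h at 37°C. Detection: beta-catenin immunostaining with DAPI counterstain, 20x imaging, 6 fields/well. Read-out basis: Nuclear/cytoplasmic beta-catenin signal ratio, % activation.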
HIV fusion peptide: inhibitors of HIV fusion peptide binding, primary screen, biochemical, uHTS, fluorescence dequenching (AID 1986); 290,000 tested, 0.3% active; inhibition, % at 20 µM, or IC50 in µM where a hit was titrated; cell-free peptide binding, fluorescence dequenching, 30 min; higher % means a stronger effect; in the data active = inhibition mostly above about 52%, no sharp cut-off; inactive = mostly below about 76%; also: some results filed as inactive read as strong as hits
Yfh1-off respiration: enhancers of respiration in Yfh1-depleted yeast, dose response, Friedreich's ataxia, plus single-dose screen (AID 1465) | S. cerevisiae Yfh1-off respiration, WST-1 reduction, 72 h; higher fold induction means a stronger effect | fold induction at 50 µM, or EC50 in µM where a hit was titrated | 220,000 tested, 0.074% active;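 active = fold induction of absorbance versus untreated yeast above a set limit, then at least 30% activation at any dose in follow-up; inconclusive = repeats straddling the limit, or above it without dose testing; inactive = fold induction below the set limit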;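 also: activators that raise dye reduction in frataxin-depleted yeast; strong numbers were not always called active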
Insulin prom up: MIN6 insulin promoter up-regulation | MIN6 insulin promoter-GFP reporter, high-content imaging; hits give high values | AID 1625 | 190,000 tested, 0.3% active | z-score at 5 µM;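 active = z-score above 3 at 5 µM with at least 500 cells counted in the well; inconclusive = wells under 500 cells, flagged as cytotoxic or low count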
Dynein cargo inh: blocks dynein driven cargo transport along microtubules. 220,000 tested, 0.47% active. z-score, hits read low. AID 1381. 3617.4 mouse cells, GR-EGFP nuclear translocation imaging; test concentration mostly 20 µM; stimulated with dexamethasone, 1 µM; hits give low values;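 active = plate z-score of nuclear minus cytoplasmic receptor signal below a set negative limit, without overly bright fluorescence or cell loss, cut at about -3.5 in these data, passing the limit was not always enough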;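 also: z-score of nuclear minus cytoplasmic ring GR-EGFP intensity difference per well; some compounds called inactive have numbers as strong as hits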
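Buffer or medium: Induction medium lacking tetracycline, stripped serum | Also added: Dexamethasone agonist, 1.0 µM final, for 30 min | Timing: 48 h induction, 1 h compound, 30 min dex at 37 °C | Detection: Formaldehyde fixation, Hoechst nuclear stain, 10x automated fluorescence imaging | Measure: Nuclear versus cytoplasmic GR-EGFP signal, averaged per well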
Autophagy HCS: modulators of autophagy; 190,000 tested, 0.98% active; calls only at 10 µM (by protocol); MEF GFP-LC3 puncta imaging; test concentration mostly 10 µM; AID 463193;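 active = percentage of spot-positive cells more than 3 SD above its plate mean, without a fluorescence outlier flag or 80% toxicity; inconclusive = no clear call, values can overlap the other calls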;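 also: spot-positive cell cutoff set from DMSO-treated cells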
MT stabilize HCS: microtubule stabilization, imaging screen | HeLa tubulin immunostaining HCS, 24 h; share of cells brighter than vehicle mean+2SD | % tubulin-high responders, % at 10 µM | 200,000 tested, 0.83% active | AID 2205;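 active = plate Z-score above 3 for both tubulin-high and condensed-nucleus cell shares, with cell loss under 80%, at 10 µM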;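 also: anti alpha tubulin signal scored within the nucleus-defined area of each cell; some results filed as inactive read as strong as hits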
WT yeast gro inh: growth inhibition of WT yeast, mitochondrial fusion screen; 190,000 tested, 2.1% active; inhibition, % at 10 µM; mitochondrial fusion phenotypic screen, WT strain; in the data active = inhibition above about 58%; tested in S. cerevisiae
WT yeast gro inh mutant strain: further read-out of WT yeast gro inh, marked with its call; inhibition, %; mitochondrial fusion phenotypic screen, mutant strain inhibition
Dynein cargo inh cytoplasmic EGFP: also measured in Dynein cargo inh; calls as there; z-score; measured here: cytoplasmic GR-EGFP intensity; hits give high values
Dynein cargo inh nuclear GR-EGFP: further read-out of Dynein cargo inh, marked with its call; z-score; measured here: nuclear GR-EGFP intensity;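 lower value marks the stronger effect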
Dynein cargo inh cell count: further read-out of Dynein cargo inh, marked with its call; z-score; measured here: cell count per field
Insulin prom up cell count: second read-out of Insulin prom up, no call of its own (marks repeat the call); cell count; measured here: cytotoxicity, nuclei count;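 total cells summed across four imaged fields per well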
bCat nuc transl cell count 5 µM: further read-out of bCat nuc transl, marked with its call; cell count; measured here: cell count, cytotoxicity flag
MT stabilize HCS Hoechst-high %: recorded beside MT stabilize HCS, whose call it bears; % Hoechst-high responders; measured here: nuclear condensation Hoechst responders;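 share of cells brighter than vehicle mean plus two SD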
MT stabilize HCS cytotoxicity %: further read-out of MT stabilize HCS, marked with its call; toxicity, %; measured here: cytotoxicity by cell density;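 0% = mean cell density of plate MIN control wells and 100% = no cells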
Autophagy HCS cell loss 18 h: also measured in Autophagy HCS; calls as there; toxicity, %; measured here: cell loss, nuclei count;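 cell loss after 18 h compound exposure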
* marks the source's active call; other numbers are inactive results; i = inactive; ? = inconclusive; nt = no result given; & = joins results of further samples.

SMILES	AID2073	bCat nuc transl	bCat nuc transl cell count 5 µM	HIV fusion peptide	Yfh1-off respiration	Insulin prom up	Insulin prom up cell count	Dynein cargo inh	Dynein cargo inh cytoplasmic EGFP	Dynein cargo inh nuclear GR-EGFP	Dynein cargo inh cell count	Autophagy HCS	Autophagy HCS cell loss 18 h	MT stabilize HCS	MT stabilize HCS Hoechst-high %	MT stabilize HCS cytotoxicity %	WT yeast gro inh	WT yeast gro inh mutant strain
Fc1ccc(C2=CSC3=NCCN23)cc1	-31%	-0.8	1494	1.1%	i	-0.42	1448	-0.56	-0.34	-0.15	0.83	i	4	3.6	1.9	7.3	3	-3
COc1ccc(C(=O)OCCc2ccc(O)cc2)cc1	-1%	nt	nt	3.2%	i	-0.01	1262	0.23	-0.24	0.44	0.83	i	0	5.0	2.5	0.3	-10	0
COc1nnc(-c2ccc(C)c(S(=O)(=O)NCCO)c2)c2ccccc12	4%	-0.9	1011	1.0%	i	0.11	1173	0.36	-0.24	0.83	0.84	i	-3	1.8	0.3	24	7	9
Cc1cc(C(=O)Nc2cc(C)n(Cc3ccc(Cl)cc3)n2)no1	?	-2.1	1138	0.4%	i	-0.04	1038	1.7	-0.17	1.4	-0.72	i	12	2.7	2.5	6.5	13	-5
O=C(Nc1ccccc1)C1=C(O)CC(c2ccc(Cl)cc2)N2CCN=C12 (stereo not drawn)	-2%	0.5	986	1.8%	i	0.09	1434	0.41	-0.2	0.66	-0.83	i	-4	2.8	2.2	11	33	16
Cc1cc2cc(CN(CC3CCCO3)C(=S)NCc3ccco3)c(=O)[nH]c2cc1C (stereo not drawn)	5%	-0.2	1050	11%	i	-0.48	1288	-0.23	-0.25	-0.17	1.2	i	17	1.9	2.5	11	-7	-3
O=C(O)c1ccc(COc2ccccc2[N+](=O)[O-])o1	3%	-4.1	529	2.0%	i	0.8	1317	0.69	-0.28	0.6	0.11	i	3	2.6	3.0	7.0	-13	7
COc1ccc(CNc2c(CO)cnc3c2cnn3C)cc1	-1%	-2.8	1066	1.1%	i	-0.04	1493	-0.19	-0.37	0.47	0.53	i	4	6.2	2.5	0.4	5	4
O=C(O)c1oc2ccc(Br)cc2c1-n1cccc1	-2%	-0.4	1085	5.1%	i	0.35	1230	-0.15	-0.12	0.55	-0.9	i	1	1.5	1.7	11	nt	nt
COc1ccccc1NC(=O)CN(Cc1ccccc1)S(C)(=O)=O	-10%	0.7	1143	0.4%	i	nt	nt	0.64	-0.2	0.035	-0.71	i	-4	3.1	1.5	5.7	-14	5
CCOc1ccc(-n2c(C)nc3cc(C(=O)NCCCN4CCOCC4)ccc32)cc1	20%	-0.3	1294	1.3%	i	-0.09	1594	0.0029	-0.35	-0.073	0.18	i	5	3.6	3.0	5.6	-1	-10
COC(=O)c1ccc(S(=O)(=O)N(CCO)Cc2ccccc2)n1C	10%	2.7	1299	-1.4%	i	-0.95	1071	-0.36	-0.2	-0.12	0.14	nt	nt	nt	nt	nt	nt	nt
CCCNc1nc(-c2ccccc2)c(C(=O)OCC)cc1C#N	33%	20	810	-0.1%	i	-1.4	1276	-0.15	-0.21	-0.55	0.22	i	37	27*	64*	42*	-4	0
O=C1OCCC1Sc1nnc(-c2ccccc2Br)n1Cc1ccccc1 (stereo not drawn)	0%	nt	nt	-1.0%	i	-0.29	1328	0.41	-0.26	-0.051	-0.41	i	-6	2.0	2.1	4.1	-5	-14
CCCc1nc2ccccc2c(=O)n1/N=C/c1c(C)[nH]n(-c2ccc(C)cc2)c1=O	-6%	-3.1	884	-3.1%	i	1.3	1245	0.092	-0.31	0.067	-0.036	i	0	1.7	1.6	8.4	12	4
CCOC(=O)CNC(=O)N1CCCC(C(=O)c2ccc3c(c2)OCO3)C1 (stereo not drawn)	7%	0.7	1533	1.0%	i	0.05	1081	-0.3	-0.18	-0.24	-0.61	i	2	3.0	1.2	7.1	2	-11
Cc1nccn1CC(=O)N/N=C/c1ccc(O)c(O)c1	-14%	-1.4	1149	4.2%	i	0.96	1560	0.16	-0.13	0.29	-0.41	i	9	4.3	1.6	3.3	-10	6
CC(=O)N/C(=C\c1ccccc1)C(=O)OCC(=O)N(C)C1CCCCC1	-7%	0.0	1102	-0.5%	i	0.34	1545	1.1	-0.25	0.5	-0.091	i	13	1.8	1.6	6.7	2	-3
Cc1ccc(/C=N/n2c(C)nc3ccccc3c2=O)s1	-4%	4.3	862	-0.3%	i	-0.6	1170	-0.25	-0.24	0.21	1.3	i	1	7.4	1.5	10	1	15
Cc1ccc(NC(=O)c2ccc(-c3nn(C)c(=O)c4ccccc34)cc2)c(C)c1	-3%	nt	nt	-1.3%	i	nt	nt	0.28	-0.26	0.13	0.35	i	-3	3.5	2.2	4.9	-18	16
CC1(C)CC(=O)c2cc3c(N)c(C(=O)NCc4ccccc4)sc3nc2C1	-32%	-1.5	1286	-3.2%	i	0	1495	-1	-0.2	-0.49	1.3	i	1	1.6	1.5	5.2	11	6
C[C@@H](O)[C@@H]1NC(=O)c2cc([N+](=O)[O-])cc(I)c2NCC[C@@H](C(N)=O)NC(=O)CNC1=O	-23%	0.0	501	-0.5%	i	?	nt	-0.011	-0.23	0.3	0.78	i	11	4.5	1.6	6.0	4	-11
CC(C)(C)c1ccc(C(=O)N/C(=C/c2cccs2)C(=O)NCc2ccco2)cc1	6%	-1.0	1128	-1.0%	i	-0.81	1326	-0.48	0.33	0.26	-0.57	i	-4	4.3	2.2	6.6	51	20
COCCOc1cc(Nc2nnc(C(F)(F)F)s2)c(Cl)cc1Cl	8%	0.4	853	-2.5%	i	nt	nt	-0.64	-0.27	-0.082	0.68	i	-6	1.2	0.8	4.7	14	23
COC(=O)CSc1cc(C(F)(F)F)nc(-c2ccccn2)n1	-3%	nt	nt	1.1%	i	nt	nt	3.3	-0.0031	1.7	-2.7	i	-4	2.6	1.8	2.9	27	17

The list goes on, overlapping the part above by 2 compounds.
SMILES	AID2073	bCat nuc transl	bCat nuc transl cell count 5 µM	HIV fusion peptide	Yfh1-off respiration	Insulin prom up	Insulin prom up cell count	Dynein cargo inh	Dynein cargo inh cytoplasmic EGFP	Dynein cargo inh nuclear GR-EGFP	Dynein cargo inh cell count	Autophagy HCS	Autophagy HCS cell loss 18 h	MT stabilize HCS	MT stabilize HCS Hoechst-high %	MT stabilize HCS cytotoxicity %	WT yeast gro inh	WT yeast gro inh mutant strain
COCCOc1cc(Nc2nnc(C(F)(F)F)s2)c(Cl)cc1Cl	8%	0.4	853	-2.5%	i	nt	nt	-0.64	-0.27	-0.082	0.68	i	-6	1.2	0.8	4.7	14	23
COC(=O)CSc1cc(C(F)(F)F)nc(-c2ccccn2)n1	-3%	nt	nt	1.1%	i	nt	nt	3.3	-0.0031	1.7	-2.7	i	-4	2.6	1.8	2.9	27	17
COC(=O)N/N=C/c1cc(C)n(-c2ccc(Br)cc2)c1C	-4%	-0.1	1250	-1.7%	i	-0.55	1517	-0.41	-0.25	-0.21	0.25	nt	nt	nt	nt	nt	nt	nt
O=C(c1cc(COc2ccc3ncccc3c2)on1)N1CCC(O)CC1	4%	0.0	1495	2.0%	i	0.32	1393	-1.3	-0.2	-0.61	0.96	i	9	4.9	2.3	0.8	5	4
O=C(NCc1ccccc1)Nc1cccn(Cc2ccc(Cl)cc2)c1=O	-5%	-0.9	1048	3.3%	i	0.6	1409	0.024	-0.25	0.34	0.29	i	-13	2.1	0.9	7.5	2	-24
O=C(CN1CCCCC1)Nc1ccc(C(F)(F)F)cc1Cl	-3%	-0.9	1335	-0.1%	i	1.2	1523	-0.3	-0.27	-0.39	0.75	nt	nt	nt	nt	nt	nt	nt
CN1/C(=C\C(=O)Nc2ccc(Cl)cc2)C(C)(C)c2ccccc21	1%	4.5	1152	0.7%	i	-0.26	1422	0.46	-0.23	0.36	-0.51	i	-5	1.3	2.2	9.5	79*	42*
CCN1CCN(C2CCN(C(C)=O)CC2)CC1	-6%	0.8	1131	2.5%	nt	-0.79	1037	nt	nt	nt	nt	nt	nt	nt	nt	nt	nt	nt
O=S(=O)(NCc1ccccc1)c1ccc(Br)c2nsnc12	-3%	-0.3	1307	-1.5%	nt	nt	nt	-0.67	-0.097	0.24	0.65	nt	nt	nt	nt	nt	nt	nt
S=C(Nc1ccccn1)c1ccccn1	-6%&-26%	-7.1&-1.3	1196&1287	0.9%&-3.2%	i	-0.23&-1.2	1161&1041	-0.41&-0.66	-0.18&-0.71	-0.0021&-0.17	0.21&-0.24	i	-1	6.6	3.4	2.9	35	35
CCOC(=O)C1=C(O)C(Nc2nc3ccccc3s2)(C(F)(F)F)N=C1C (stereo not drawn)	-18%	-1.3	1371	-1.3%	i	0.67	1207	0.81	-0.26	-0.64	1.5	i	-9	2.5	1.8	3.2	-6	-7
CCn1cc(C(=O)NCCc2ccccc2)c(=O)c2cc(S(=O)(=O)N3CCCC3)ccc21	-3%	0.1	1115	0.0%	i	-0.22	1200	-0.62	-0.13	-0.58	0.8	i	-4	2.1	1.4	4.5	-2	-18
CNC(=O)C(=O)NCCc1ccc(Cl)cc1	16%	-1.3	1352	5.2%	i	0.23	1406	-1.8	-0.21	-1.2	0.73	i	4	2.0	2.4	4.4	-6	-5
COc1cccc(N2CCN(C(=O)c3ccc(N4C(=O)NC5CC4(C)Oc4ccccc45)cc3)CC2)c1 (stereo not drawn)	-5%	0.4	1434	-2.5%	nt	0.78	1492	-0.28	-0.26	-0.18	0.61	i	26	5.9	3.6	17	7	38

Not a hit list, and some 4.2% of all compounds hit somewhere here.
